Source: PubChem BioAssay (several laboratories)
BH1578 lux ind: inducers of Vibrio cholerae quorum light production without autoinducers, primary screen, BH1578 luxS cqsA deficient, single point. AID 588436, 2011. activation, % at 18.7 µM. V. cholerae BH1578 lux reporter, luminescence, 6 h. 0.16% of 350,000 active; in the data active = activation mostly above about 9.7%, no sharp cut-off; also: not every result past the cut was called active; inactives centre near 0; reference of the scale not given here
PrPC surface inh: inhibitors of human cell surface prion protein PrPC, primary screen, cell-based, TR-FRET; TR-FRET read-out; 0.43% of 370,000 active; AID 720596, 2013; Major prion protein (Homo sapiens), P04156; inhibition, % at 13.8 µM; in the data active = inhibition above about 24%; also: 0% = median of the test wells and 100% = reference compound wells
Y pestis TopoI: Yersinia pestis topoisomerase I inhibitors, primary screen, biochemical, cleavage product accumulation, plate reader, single point | DNA topoisomerase I (Yersinia pestis CO92) | Y. pestis Topo-I cleavage product accumulation | activity, % at 10 µM | 0.064% of 360,000 active; in the data active = activity above about 50%, passing the limit was not always enough; also: inactives centre near 2
MazEF act: activators of E. coli MazEF toxin-antitoxin RNase, primary screen, biochemical, fluorescence, uHTS; Endoribonuclease toxin MazF (Escherichia coli (strain K12)), P0AE70; FAM/BHQ RNA-DNA oligo cleavage fluorescence, 5 h; activation, % at 20 µM; 0.32% of 350,000 active; in the data active = activation above about 50%
Target sequence (P0AE70 whole entry, looked up): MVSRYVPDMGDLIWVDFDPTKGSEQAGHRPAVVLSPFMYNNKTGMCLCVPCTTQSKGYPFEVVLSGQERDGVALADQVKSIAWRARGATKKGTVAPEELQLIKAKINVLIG
CCHF vOTU inh: CCHFV vOTU protease inhibitors, primary screen, biochemical, Pep-AMC substrate, fluorescence | inhibition, % at 11.5 µM | AID 651958, 2012 | 0.55% of 370,000 active; in the data active = inhibition above about 30%; also: 0% = vehicle wells with enzyme and 100% = no enzyme wells
3CLpro inhibitor: SARS-CoV 3CLpro protease inhibitors, primary screen, biochemical, quenched FRET | Replicase polyprotein 1ab (Severe acute respiratory syndrome coronavirus), P0C6X7 | recombinant SARS-CoV 3CLpro, quenched FRET peptide cleavage | inhibition, % at 6 µM | 0.14% of 290,000 active | AID 1706, 2009; in the data active = inhibition above about 12%
TcdB inh: TcdB glycohydrolase inhibitors, primary screen, biochemical, single point, plate reader | Toxin B (Clostridioides difficile), P18177 | TcdB glycohydrolase enzymatic assay | inhibition, % at 9.99 µM | 0.24% of 350,000 active; in the data active = inhibition above about 10%
PriA SSB inh: inhibitors of Klebsiella pneumoniae PriA binding to SSB C-terminal tail, primary screen, biochemical, AlphaScreen | inhibition, % at 33 µM | AID 1272365, 2023 | AlphaScreen SSBct-PriA binding, biotinylated peptide | PriA–SSB C-terminal tail interaction (Klebsiella pneumoniae) | 0.6% of 430,000 active; in the data active = inhibition mostly above about 37%, no sharp cut-off; inactive = mostly below about 20%;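 also: plate controls were negative control peptide for no effect and reference peptide for full effect; strong numbers were not always called active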
DUSP3 inh: VHR1 phosphatase inhibitors, primary screen, biochemical, absorbance, uHTS; 0.52% of 290,000 active; inhibition, % at 13.3 µM; recombinant VHR phosphatase, pNPP absorbance; Dual specificity protein phosphatase 3 (Homo sapiens), P51452; in the data active = inhibition above about 50%; also: some compounds called inactive have numbers as strong as hits
Target sequence (P51452 whole entry, looked up): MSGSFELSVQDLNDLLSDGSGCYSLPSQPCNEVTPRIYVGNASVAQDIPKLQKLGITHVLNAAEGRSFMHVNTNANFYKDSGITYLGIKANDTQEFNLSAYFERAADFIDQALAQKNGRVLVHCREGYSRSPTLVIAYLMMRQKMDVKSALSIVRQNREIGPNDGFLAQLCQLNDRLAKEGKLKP
Rv3671c inh: Rv3671c serine protease inhibitors, primary screen, biochemical, fluorescence polarization, M. tuberculosis H37Rv. P9WHR9. inhibition, % at 5.96 µM. 0.048% of 320,000 active. AID 2606, 2010; in the data active = inhibition above about 38%;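 also: extracellular domain of Rv3671c used as enzyme; 0% = enzyme with DMSO and 100% = no enzyme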
Target sequence (P9WHR9 whole entry, looked up, the tested form may be a part): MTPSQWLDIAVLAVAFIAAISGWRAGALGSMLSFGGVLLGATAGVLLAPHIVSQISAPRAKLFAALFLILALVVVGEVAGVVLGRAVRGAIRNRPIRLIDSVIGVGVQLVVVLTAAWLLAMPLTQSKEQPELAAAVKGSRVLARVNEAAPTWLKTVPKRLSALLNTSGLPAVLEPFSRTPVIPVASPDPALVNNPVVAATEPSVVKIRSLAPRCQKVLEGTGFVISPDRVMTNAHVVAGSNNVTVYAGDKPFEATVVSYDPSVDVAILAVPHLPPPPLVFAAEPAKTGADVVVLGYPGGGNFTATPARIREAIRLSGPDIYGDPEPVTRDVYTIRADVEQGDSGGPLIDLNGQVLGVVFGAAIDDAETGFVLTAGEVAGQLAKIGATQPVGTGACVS
An asterisk follows results filed as active; i = inactive; . = not tested or not shown. The list is partial; the hit share may differ from the screen's.

Results follow in this order: BH1578 lux ind, PrPC surface inh, Y pestis TopoI, MazEF act, CCHF vOTU inh, 3CLpro inhibitor, TcdB inh, PriA SSB inh, DUSP3 inh, Rv3671c inh
- S=C(NCc1ccc2c(c1)OCO2)NCc1ccc2c(c1)OCO2
→ 1.9, -2, 0, -2, 1, -1, ., 2, 0, 4
- CCN(c1ccccc1)S(=O)(=O)c1ccc(Cl)c(NC(=O)COC(=O)c2cccc(OC)c2O)c1
→ i, 3, 14, 3, 13, -4, 0.7, -5, -4, -10
- Oc1ccc(-[n+]2c(-c3ccccc3)cc(-c3ccccc3)cc2-c2ccccc2)cc1
→ 11, -1, 4, 6, 15, ., 0.2, 5, ., 7
- O=C1c2ccccc2C(=O)C1c1ccc2ccccc2n1
→ -0.7, -7, 2, -2, 2, -3, ., -10, 21, -10
- Cc1nc(NS(=O)(=O)c2ccccc2)sc1C(=O)NNS(=O)(=O)c1ccccc1
→ -0.2, -3, 2, -4, 15, 1, 0.9, -4, 0, 6
- O=[N+]([O-])c1ccc(S(=O)(=O)Nc2nnc(C3CCCCC3)s2)cc1
→ i, 1, 9, 1, 1, 7, -0.1, -2, 2, 4
- COc1ccc(OC)cc1
→ -0.6, 9, 1, 4, 19, ., -13, -8, ., 4
- O=C(COC(=O)c1ccc(Br)o1)Nc1ccc(F)cc1[N+](=O)[O-]
→ 18, -32, 1, 1, 2, ., 0.6, 7, ., -3
- O=C(CCCCCn1c(=O)[nH]c2ccsc2c1=O)N1CCCCC1
→ -0.3, 6, 4, 1, 5, -1, ., -5, 12, 4
- COc1cc(S(=O)(=O)Nc2cccc(C)c2)ccc1NC(=O)c1ccncc1
→ -0.2, 5, -1, 5, 7, 2, ., -7, 17, -2
- O=C(COC(=O)/C=C/c1cccc([N+](=O)[O-])c1)Nc1cccnc1Cl
→ ., 4, -5, 1, 2, ., 0.2, -3, ., 3
- O=C(Nc1nnc(C2=COCCO2)o1)c1ccc(Br)cc1
→ -0.2, 0, -1, ., 5, 4, 0.7, -2, -13, 4
- CCN(CC)CCNC(=O)CCc1c(C)nc2c(c(C)nn2-c2ccc(C)cc2)c1C
→ 1.4, 2, -16, 16, -26, 4, 0.0, -11, -3, .
- N#Cc1c(N2CCCC2)nsc1-c1ccccc1
→ -0.8, ., 4, 1, ., -1, 0.2, -21, 27, 0
- CCn1ncc(NC(=O)Nc2cccc(C(F)(F)F)c2)c1C(N)=O
→ -0.3, -3, 7, 9, -10, 0, ., -9, -6, -6
- O=C(CN1CCCCCC1)N/N=C/c1ccc(Cl)c(Cl)c1
→ i, -4, 5, -2, 8, 0, ., ., 8, 3
- CCn1c(O)c(/C=C2\C=NN=C2c2ccc(C)cc2)sc1=S
→ -0.7, 9, -1, -54, -1, -1, 1.3, ., -1, 5
- CCOC(=O)C1=NNC(=O)C1
→ 5.9, 4, 3, 4, 6, ., 0.6, -4, ., .
- COc1ccc(-c2cc3nc(-c4ccccc4)cc(N4CCN(C(C)=O)CC4)n3n2)cc1
→ i, 5, 29, 17, -25, ., -10.0, ., ., .
- Cc1cc(C(=O)NNC(=O)C2CCCC2)c(C)o1
→ -0.5, 4, 3, 2, -7, 0, 1.2, -1, 42, 6
- COC(=O)c1nc2nc(C)cc(C(F)(F)F)n2n1
→ i, 4, -5, 1, -17, -4, ., -12, 45, 5
- Clc1ccc(-c2cc(CSc3cccc(Cl)c3)on2)cc1
→ 0.3, 2, 15, -12, 4, -3, ., -34, 25, -8
- CCCCOC(=O)C1=C(C)NC(=O)NC1c1ccc(N(C)C)cc1 (stereo unspecified)
→ i, -7, -4, 11, 0, 2, 1.4, -13, 16, 0
- CN(C)CCNC(=O)/C=N/O
→ i, 6, -3, -6, 21, 0, -7.4, ., 4, -4
- O=C(CCS(=O)(=O)c1cccc2nsnc12)NCc1ccccc1Cl
→ i, -39, -2, 2, 15, 5, ., -3, 17, -8
- CC(C)(O)C1Cc2cc(/C=C/C(=O)O)c(O)cc2O1 (stereo unspecified)
→ -0.2, -9, 1, -19, -16, 1, -2.6, -8, 30, .
- O=C(Nc1ccc2c(c1)OCCO2)C1CCCN1C(=O)Nc1ccc(F)cc1 (stereo unspecified)
→ -0.3, 7, 6, 2, 4, 1, -9.9, -4, 7, 1
- OC12CC3C[C@H](C1)C(N1CCOCC1)[C@@H](C3)C2 (stereo partly specified)
→ -0.5, 5, 10, 6, 5, 9, 5.0, -11, 22, 2
- CC(=O)Nc1cccc(Oc2nc(NCC3CC3)nc3ccsc23)c1
→ -0.1, 7, 4, ., -1, ., 1.8, ., ., .
- CCN(Cc1cnn(C)c1)Cc1nc(C2(c3ccc(C)cc3)CCCC2)no1
→ 0.6, 0, 1, 3, -12, -6, 1.8, -1, 26, 3

Taken from above (13 entries):
Results follow in this order: BH1578 lux ind, PrPC surface inh, Y pestis TopoI, MazEF act, CCHF vOTU inh, 3CLpro inhibitor, TcdB inh, PriA SSB inh, DUSP3 inh, Rv3671c inh
- CCn1ncc(NC(=O)Nc2cccc(C(F)(F)F)c2)c1C(N)=O
→ -0.3, -3, 7, 9, -10, 0, ., -9, -6, -6
- O=C(CN1CCCCCC1)N/N=C/c1ccc(Cl)c(Cl)c1
→ i, -4, 5, -2, 8, 0, ., ., 8, 3
- CCn1c(O)c(/C=C2\C=NN=C2c2ccc(C)cc2)sc1=S
→ -0.7, 9, -1, -54, -1, -1, 1.3, ., -1, 5
- CCOC(=O)C1=NNC(=O)C1
→ 5.9, 4, 3, 4, 6, ., 0.6, -4, ., .
- COc1ccc(-c2cc3nc(-c4ccccc4)cc(N4CCN(C(C)=O)CC4)n3n2)cc1
→ i, 5, 29, 17, -25, ., -10.0, ., ., .
- Cc1cc(C(=O)NNC(=O)C2CCCC2)c(C)o1
→ -0.5, 4, 3, 2, -7, 0, 1.2, -1, 42, 6
- COC(=O)c1nc2nc(C)cc(C(F)(F)F)n2n1
→ i, 4, -5, 1, -17, -4, ., -12, 45, 5
- Clc1ccc(-c2cc(CSc3cccc(Cl)c3)on2)cc1
→ 0.3, 2, 15, -12, 4, -3, ., -34, 25, -8
- CCCCOC(=O)C1=C(C)NC(=O)NC1c1ccc(N(C)C)cc1 (stereo unspecified)
→ i, -7, -4, 11, 0, 2, 1.4, -13, 16, 0
- CN(C)CCNC(=O)/C=N/O
→ i, 6, -3, -6, 21, 0, -7.4, ., 4, -4
- O=C(CCS(=O)(=O)c1cccc2nsnc12)NCc1ccccc1Cl
→ i, -39, -2, 2, 15, 5, ., -3, 17, -8
- CC(C)(O)C1Cc2cc(/C=C/C(=O)O)c(O)cc2O1 (stereo unspecified)
→ -0.2, -9, 1, -19, -16, 1, -2.6, -8, 30, .
- O=C(Nc1ccc2c(c1)OCCO2)C1CCCN1C(=O)Nc1ccc(F)cc1 (stereo unspecified)
→ -0.3, 7, 6, 2, 4, 1, -9.9, -4, 7, 1

(listing goes on)
Results follow in this order: BH1578 lux ind, PrPC surface inh, Y pestis TopoI, MazEF act, CCHF vOTU inh, 3CLpro inhibitor, TcdB inh, PriA SSB inh, DUSP3 inh, Rv3671c inh
- CC(C)(C)c1cc(NC(=O)COc2ccc(Br)cc2)n(-c2ccccc2)n1
→ 0.7, 7, 30, 0, -7, 3, ., -37, 20, -1
- Cc1ccc(NC(=O)C(=S)NCc2ccco2)cc1
→ i, -3, 2, -3, 9, -5, ., 1, 30, -10
- O=c1[nH]c(=O)n(-c2cccc3ccccc23)c(O)c1C=NCCCn1ccnc1
→ ., 6, -8, -1, 2, -3, ., -7, 29, -1
- CCOc1ccc(/C=N/NC(N)=S)cc1
→ i, 3, -1, 8, -1, -1, ., ., 21, -1
- CCn1c(=O)c2c(nc(SCC(=O)N3CCCC(C)C3)n2C)n(C)c1=O (stereo unspecified)
→ -0.2, -1, 1, 11, 0, -2, 1.3, 2, -3, -12
- COc1ccccc1CN1C(=O)[C@@H]2C(CCC(N)=O)NC3(C(=O)Nc4c3ccc(Cl)c4C)[C@@H]2C1=O (stereo partly specified)
→ -1.6, 3, 20, 5, 6, 2, ., -4, 24, 9
- O=C(CSc1ccc([N+](=O)[O-])cc1)NCC1CCCCC1
→ -0.4, -10, -7, 8, -3, 7, 1.3, -1, -2, -6
- COc1ccc(C(=O)C2CCCN(C(=O)c3cccnc3SC)C2)c(C)c1 (stereo unspecified)
→ i, -1, 19, 4, 0, 3, 3.9, -8, 11, -9
- C=C(C)c1cccc(C(C)(C)NC(=O)NCCN(CC)CC)c1
→ i, -1, 3, 6, -4, 1, 5.1, -4, 2, 0
- COc1ccccc1NC(=O)NC1(C(=O)N2CCN(C)CC2)CCCCC1
→ i, -3, 3, 5, 5, -6, 1.1, -6, 4, -11
- COc1ccc(N2CCCn3c2nc2c3c(=O)n(Cc3ccc(C)cc3)c(=O)n2C)c(OC)c1
→ -0.1, -3, -1, 8, 5, -5, 1.0, -8, 18, -3
- O=C(O)c1cc(N/N=C/c2ccncc2)ccc1Cl
→ -0.6, -4, -11, -1, 3, 4, -0.3, i, 5, 0
- CCCc1cc(=O)[nH]c(SCC(=O)NC2(C#N)CCCCC2)n1
→ -4.2, -8, -12, 2, 0, ., -4.6, -15, ., 8
- COc1ccc(/C=C/C(=O)c2ccc(OC)cc2OC)c(OC)c1
→ -0.5, -8, 1, -30, 11, 1, 1.1, -5, 7, -19
- CCC(C)(C(=O)NC1CCCCC1)N(Cc1ccco1)C(=O)CNC(=O)c1ccccc1 (stereo unspecified)
→ -0.2, -1, 16, 3, 12, -4, ., 6, 7, 7
- N#C/C(=C\c1c(F)cccc1Cl)C(=O)NC1CC1
→ -0.5, -1, -9, 1, -3, 2, 2.7, -19, 18, -6
- CCOC(=O)N1CCN(C(=O)/C=C/c2ccc([N+](=O)[O-])cc2)CC1
→ i, -15, -3, 1, -1, 0, 0.3, -4, 15, -4
- Cc1ccccc1C(=O)N1CCN(c2ccc([N+](=O)[O-])c(N3CCOCC3)c2)CC1
→ -1.7, -22, 15, 3, 16, -4, ., 3, 38, -2
- CN(c1cccc(NC(=O)COc2ccc(Cl)cc2Cl)c1)S(C)(=O)=O
→ i, 6, 37, 1, 3, 1, ., -17, 27, -7
- CC(Oc1ccccc1)C(=O)Nc1nnc(S(=O)(=O)N2CCCCC2)s1 (stereo unspecified)
→ -0.6, 0, 4, 10, 5, 2, 1.4, -3, -3, -8
- O=C(N/N=C/c1ccc([N+](=O)[O-])o1)c1cn2ccc3ccccc3c2n1
→ -0.3, 3, -2, 1, 5, 0, -1.9, i, 46, -2
- COC1OC2COC(c3ccccc3)OC2C(O)C1NC(C)=O (stereo unspecified)
→ -0.3, 2, 0, 4, 4, ., -0.2, -9, ., .
- CC(C)N(C(=O)Nc1ccc2nsnc2c1)C(C)C
→ ., -6, ., 8, 98*, 4, -2.3, 15, 36, -133
- O=C(CN(Cc1ccc(F)cc1)C(=O)c1ccco1)NCc1ccc(F)cc1
→ -0.2, -2, 10, 7, 5, 1, ., -9, 3, 0
- O=C(COc1ccc(S(=O)(=O)N2CCCC2)cc1[N+](=O)[O-])N1CCCCC1
→ i, -1, 5, -6, 12, ., 0.5, ., ., .
- COc1ccc(N2CCN(C(=O)COC(=O)CCOc3ccc(C(C)(C)C)cc3)CC2)cc1
→ -1.5, -2, 1, 1, -3, ., 2.1, -18, ., -10
- Cc1cc(C)c(S(=O)(=O)Nc2ccc(O)cc2)c(C)c1
→ -3.2, -2, 2, 5, 13, 7, ., -5, 13, -7
- COc1ccc(C(=O)Nc2cccnc2)cc1C(=O)Nc1cccnc1
→ i, ., 4, 5, ., -3, ., -5, -11, -10
- COC(=O)C1=C(c2cccc(C#N)c2)C[C@@H]2CC[C@H]1N2C(=O)NCCNC(C)=O
→ 0.1, -5, 8, 6, -11, ., -1.1, -4, ., 3
